# core dimer inh = blocks dimerization of HCV core protein. AID 1899. hit rate 0.33% among 300,000. inhibition, % at 5 µM. TR-FRET GST/Flag-core106 dimerization, 1536-well;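 active means inhibition above the mean of all tested compounds plus 3 SD, set per screening campaign, cut at about 45% in these data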
#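 System: GST/Flag-tagged HCV core106 proteins. Incubation: compound-protein-antibody incubation 4 h at 22.5 °C. Technique: HTRF with 340 nm excitation, 617/671 nm emission. Medium: KF-containing HEPES buffer, pH 7.45, DTT, CHAPS, BSA. Read-out: inhibition (%) from 671 over 617 nm ratio. Also added: Eu(K)-anti-GST 90 ng/mL plus XL665-anti-Flag 1 µg/mL.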
# PP5 primary = blocks human protein phosphatase 5 activity; P53041; hit rate 0.18% among 320,000; inhibition, % at 6.7 µM; purified PP5c, OMFP substrate fluorescence;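 active means inhibition above the campaign's mean inhibition across all tested compounds plus 3 SD, cut at about 9.5% in these data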;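 further: 0% = DMSO only and 100% = 100 µM cantharidin control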
# PREPL inhibitor = inhibitors of human prolyl oligopeptidase-like enzyme PREPL | Q4J6C6 | inhibition, % at 5.96 µM | AID 2751 | hit rate 0.68% among 320,000 | recombinant PREPL, fluorescence polarization activity-based probe; in the data active means inhibition above about 43%;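 further: 0% = enzyme with DMSO and 100% = wells lacking enzyme; many of its hits are not listed in these tables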
# Target sequence (Q4J6C6 whole entry, looked up): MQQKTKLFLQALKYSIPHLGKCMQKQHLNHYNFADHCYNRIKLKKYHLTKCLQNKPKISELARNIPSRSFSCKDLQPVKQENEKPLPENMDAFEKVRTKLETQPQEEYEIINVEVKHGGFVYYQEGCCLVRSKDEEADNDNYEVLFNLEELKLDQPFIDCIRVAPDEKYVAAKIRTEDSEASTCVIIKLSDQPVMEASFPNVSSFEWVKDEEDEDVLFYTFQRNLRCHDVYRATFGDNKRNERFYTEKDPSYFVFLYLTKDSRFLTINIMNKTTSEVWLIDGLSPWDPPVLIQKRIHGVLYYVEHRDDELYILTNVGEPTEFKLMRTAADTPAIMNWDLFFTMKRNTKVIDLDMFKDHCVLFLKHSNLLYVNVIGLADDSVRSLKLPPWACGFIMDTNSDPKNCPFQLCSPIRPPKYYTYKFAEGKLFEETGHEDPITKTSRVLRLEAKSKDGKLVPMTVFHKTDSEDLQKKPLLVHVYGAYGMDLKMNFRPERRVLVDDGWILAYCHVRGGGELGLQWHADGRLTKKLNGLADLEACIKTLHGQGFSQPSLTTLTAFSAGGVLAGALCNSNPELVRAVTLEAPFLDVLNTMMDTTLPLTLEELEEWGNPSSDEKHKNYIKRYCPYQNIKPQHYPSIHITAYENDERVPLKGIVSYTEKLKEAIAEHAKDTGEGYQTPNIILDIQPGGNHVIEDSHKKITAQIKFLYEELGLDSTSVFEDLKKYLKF
# LYPLA2 counter = LYPLA2 (human) inhibition in PME1 counter-screen; O95372; recombinant LYPLA2, FP-Rh probe fluorescence polarization; inhibition, % at 5.9 µM; hit rate 0.38% among 320,000;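 active means inhibition above the screen-wide mean plus 3 SD, limit set per campaign, cut at about 26% in these data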;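 further: 0% = LYPLA2 with DMSO and 100% = wells lacking LYPLA2 enzyme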
# Target sequence (O95372 whole entry, looked up): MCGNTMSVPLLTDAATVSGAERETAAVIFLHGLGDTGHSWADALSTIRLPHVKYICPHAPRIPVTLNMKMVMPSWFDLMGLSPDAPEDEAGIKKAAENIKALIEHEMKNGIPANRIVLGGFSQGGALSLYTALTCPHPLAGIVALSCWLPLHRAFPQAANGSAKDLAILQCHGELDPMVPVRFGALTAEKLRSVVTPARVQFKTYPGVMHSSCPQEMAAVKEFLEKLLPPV
# PP1 counter = PP1-alpha (human) inhibition in PP5 counter-screen | inhibition, % at 6.7 µM | hit rate 0.9% among 320,000 | purified PP1alpha, OMFP fluorescence;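 active means inhibition above the mean inhibition of all tested compounds plus 3 SD, computed separately for each screening campaign, cut at about 15% in these data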
# GASC-1 inh = human JMJD2C demethylase inhibition | hit rate 0.069% among 330,000 | Q9H3R0 | AID 2099 | GST-JMJD2C(1-420) H3K9me3 demethylation, DELFIA europium | inhibition, % at 2.35 µM;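 active means more than half of a compound's replicate wells show inhibition beyond 50%, single wells judged on their own value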;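 further: signal counts dimethyl H3K9 product captured on neutravidin plate; 0% = median of DMSO wells and 100% = 0.3 times that DMSO median; strong numbers were not always called active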
# Efflux pump mplx = inhibitors of Candida antifungal efflux pumps expressed in yeast; S. cerevisiae Candida pump triplex, Nile Red efflux; inhibition, % at 10 µM; hit rate 0.44% among 330,000;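 active means plate passing quality check with inhibition over a set limit, or well fluorescence over plate mean plus 4 SD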;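 further: Nile Red retained in pooled yeast measured as flow cytometry median fluorescence; 0% = buffer negative control and 100% = Enniatin B positive control; higher means more Nile Red kept so more efflux inhibition; some compounds called inactive have numbers as strong as hits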
# Fh CTSL1 inh = counter-screen for PFM18AAP inhibitors: inhibitors of F. hepatica cathepsin L1; inhibition, % at 5.96 µM; recombinant F. hepatica cathepsin L1, Z-Leu-Arg-MCA fluorescence; hit rate 0.49% among 300,000;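 active means inhibition above the mean of all tested compounds plus 3 SD, set per screening campaign, cut at about 17% in these data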;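 further: 0% = plate median of test compound wells and 100% = 1 µM Z-Phe-Ala-diazomethylketone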
# TPT1 inh = C. albicans TPT1 enzyme inhibition. recombinant caTPT1, FP RNA substrate dephosphorylation. inhibition, % at 5 µM. hit rate 0.81% among 300,000. AID 1962;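 active means inhibition above the mean of all tested compounds plus 3 SD, set per screening campaign, cut at about 24% in these data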;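 further: plate controls were DMSO alone for no effect and ferristatin control at 100 nM for full effect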
# Active calls of the source: *; / = no result given; & = joins results of further samples. Not all compounds are listed; rates above refer to the full screens.
SMILES,core dimer inh,PP5 primary,PREPL inhibitor,LYPLA2 counter,PP1 counter,GASC-1 inh,Efflux pump mplx,Fh CTSL1 inh,TPT1 inh
O=C1N=C(N2CCOCC2)S/C1=C/c1ccc(-c2ccc(F)cc2)o1,-8,0.9,19,-2,2,-2,0.3,3,11
CC(=O)c1ccc(N2CCN(C(=O)CCS(=O)(=O)c3ccc4c(c3)NC(=O)CS4)CC2)cc1,-5,0.2,7,16,2,0,0.0,3,-2
Cc1cc(N2CCOCC2)nc(SCC(=O)c2ccccc2)n1,-1,1.9,16,8,-1,0,-0.1,-3,0
Cc1noc(C)c1COC(=O)CCOc1ccccc1,-3,-6.2,6,-6,1,2,0.1,-5,3
[N-]=[N+]=NC(c1ccccc1)c1nc2ccccc2[nH]c1=O (configuration not stated),1,1.8,-10,-1,-1,-28,-0.1,-1,1
CC1(C)CC(=O)C2=C(C1)OC(N)=C(C#N)C21CCN(Cc2ccccc2)CC1,5,3.0,5,-6,-1,-3,0.4,0,27*
Cc1ccc(NC(=O)CN(C)CC(=O)Nc2c(C)cccc2C)c(Br)c1,1,-0.7,-2,9,0,17,0.0,8,2
Cc1noc(C)c1CSCc1ccc(Cl)cc1,-3,0.8,13,3,2,-15,-0.1,5,-4
Cc1cc(C)c2oc(=O)cc(CN3CCOCC3)c2c1,-3,-0.6,5,2,-1,3,-0.2,0,-1
C=CCN1C(=O)C(O)(CC(=O)c2ccc(N)cc2)c2ccccc21 (configuration not stated),-1,-3.5,5,-3,1,4,0.0,4,-2
COc1cc(/C=N\NC(=O)c2ccc(C)nc2)ccc1OC(=O)c1ccco1,-11,1.2,34,-11,-4,0,-0.3,2,-1
Cc1ccc(N(CC(=O)NC2CCCC2)C(=O)CCC(=O)Nc2nc(C)cs2)cc1,-6,3.0,21,-12,-1,-2,0.4,-1,3
CCOc1ccc(S(=O)(=O)N(C(=O)c2ccco2)c2cc3sc(=O)oc3c3ccccc23)cc1,-10,3.5,13,1,7,12,2.0*,-3,3
CC(C)CCNC(=O)c1ccc(Cl)c(NC(=O)Cc2ccccc2)c1,2,0.7,3,5,-3,-7,-0.1,4,-5
Cc1ccc(S(=O)(=O)N(CC(=O)N/N=C/c2cccc(C)c2)c2cccc3cccnc23)cc1,21,1.8,-8,9,-4,13,0.0,-4,-1
CC(=O)Nc1ccccc1-c1ccc(C)o1,-6,-0.1,-5,4,1,19,0.0,1,1
CC1(C)CC(=O)C/C(=N\NC(=O)C2C3CCCCC32)C1 (configuration not stated),-6,2.5,0,4,-3,-1,0.1,1,2
O=C(CSc1nnc(Nc2ccccc2F)s1)NC(=O)CN1CCCC1=O,/,1.8,-1,-2,-2,-8,-0.4,/,/
CC1CCCCC1NC(=O)CCCn1c(=S)[nH]c2ccccc2c1=O (configuration not stated),5,0.1,-2,1,-3,-2,0.2,-2,2
Cc1cnc(C(=O)Nc2ccc(F)cc2)cn1,2,-1.0,-7,3,-1,6,0.0,-7,-1
CSc1nc(C)cc(OCC(=O)N/N=C/c2ccccc2O)n1,-7,0.3,6,6,0,1,-0.3,6,-3
COC(=O)C(C(=O)NCC1CCCO1)C1CCCC1 (configuration not stated),-8,2.0,-9,3,-1,-1,-0.1,0,1
CN(CC(=O)Nc1cccc(F)c1)C(=O)COc1cccc2c1OC(C)(C)C2,-10,0.4,1,6,-1,-38,0.1,1,2
CCN1CCN(C(=O)/C=C/c2ccc(OC)cc2)CC1,9,-0.9,9,-2,-2,4,0.1,3,-1
CC(C)(C)NC(=O)N1CCN(c2ncccc2C(F)(F)F)CC1,-4,1.7,5,-2,-3,2,-0.2,0,-4
Cc1ccc(F)cc1NC(=O)CCC(=O)c1cccs1,-1,-2.6,-2,0,1,9,0.1,0,-4
CCC(C)(C)NC(=O)C(c1cccc(OC)c1)N(C(=O)c1ccn[nH]1)c1cccc(OC)c1 (configuration not stated),9,1.2,0,-5,-1,-8&10,-0.3,2,0
CCOC(=O)C(NS(=O)(=O)c1ccccc1)(C(F)(F)F)P(=O)(OC(C)C)OC(C)C (configuration not stated),3,0.7,1,-2,-10,9,0.2,-1,-3
COc1ccccc1/C=C/C=N/n1c(-c2cc(C)[nH]n2)n[nH]c1=S,3,-0.7,2,-4,2,-6,-0.1,4,-1
Cc1cc(NS(=O)(=O)c2ccc(NC(=O)COc3c(C)cc(Br)cc3C)cc2)no1,6,3.4,-10,8,4,12,0.2,4,-7
CCOc1ccc(NC(=O)C2CCN(C(=O)NC3CCCCC3)CC2)cc1,3,1.4,2,1,-1,-3,-0.1,-3,3
Cc1ccc(/C=C(\C#N)C(=O)Nc2c(C)cccc2C)s1,12,0.4,-6,-11,-1,7,0.0,1,30*
CC(C)(C)c1ccc(-n2ncc3c2CCCC3NC(=O)c2cnccn2)cc1 (configuration not stated),-7,2.6,7,4,0,1,0.5*,3,3
OCC[C@H]1C[C@H](O)[C@@H](O)[C@@]2(OCCCc3ccccc32)O1,-20,-1.3,18,4,0,-1,-0.1,1,-1
CCCn1cc(S(=O)(=O)c2ccc(OC)cc2)c(=O)c2cc(OCC)ccc21,13,0.9,-13,-2,1,3,0.2,1,-3
COc1ccccc1C1C(C(=O)NCc2ccccc2)=C(C)Nc2ncnn21 (configuration not stated),-2,-2.3,2,-4,-1,-23,0.0,-3,-2
COc1ccccc1NC1=NCC(=O)N1Cc1ccccc1,-3,-0.2,-1,2,-13,75,0.2,-5,-1
COc1ccc(CNCCC(c2ccc(OC(C)C)cc2)c2ccccc2OC)cc1 (configuration not stated),-10,1.9,-7,-4,13,-3,-0.1,0,-1
CC1CCC(NC(=O)c2cc(S(=O)(=O)N(C)C)ccc2N2CCCC2)CC1 (configuration not stated),1,3.7,5,4,-4,3,0.1,1,-4
COc1cccc(-n2c(C)nc3cc(C(=O)O)ccc32)c1,8,-0.9,-6,2,-2,2,0.0,-1,1
C/C(=N\NC(=O)COc1ccc(C(C)(C)C)cc1)c1ccc(-n2ccnc2)cc1,1,4.0,4,16,15*,-1,-0.2,0,-4
Cc1cccc(NS(=O)(=O)c2cc3c4c(c2)CCC(=O)N4CCC3)c1,2,1.1,-1,1,1,4,0.2,0,1
COc1ccccc1NC(=O)CSc1nnnn1-c1ccccc1OC,-6,1.1,0,1,0,-5,-0.1,2,0
Cc1ccnc(NC(=O)Cn2c(=O)oc3ccccc32)c1,-4,1.8,1,5,1,1,0.0,-1,0
CC1CN(S(=O)(=O)c2cccc(C(F)(F)F)c2)CC(C)O1 (configuration not stated),-1,0.3,-2,2,0,13,0.0,-3,-2
CCN1CCCC1CNC(=O)C1c2cc(OC)c(OC)cc2C(=O)N(C)C1c1cccnc1 (configuration not stated),-5,0.4,26,0,-2,3,-0.1,0,-3
CCCn1nc(NC(=O)c2ccccn2)c2cc3cc(C)ccc3nc21,2,2.7,-1,0,0,9,-0.2,4,1
O=C(NCC(c1cccs1)N1CCOCC1)c1cc(S(=O)(=O)N2CCOCC2)c(Cl)cc1Cl (configuration not stated),-4,-0.4,18,5,0,0,-0.1,-3,-1

# Continued; it opens with the 3 that closed the last part.
SMILES,core dimer inh,PP5 primary,PREPL inhibitor,LYPLA2 counter,PP1 counter,GASC-1 inh,Efflux pump mplx,Fh CTSL1 inh,TPT1 inh
CCN1CCCC1CNC(=O)C1c2cc(OC)c(OC)cc2C(=O)N(C)C1c1cccnc1 (configuration not stated),-5,0.4,26,0,-2,3,-0.1,0,-3
CCCn1nc(NC(=O)c2ccccn2)c2cc3cc(C)ccc3nc21,2,2.7,-1,0,0,9,-0.2,4,1
O=C(NCC(c1cccs1)N1CCOCC1)c1cc(S(=O)(=O)N2CCOCC2)c(Cl)cc1Cl (configuration not stated),-4,-0.4,18,5,0,0,-0.1,-3,-1
COc1ccccc1CNC(=O)C1CCN(S(=O)(=O)c2ccc3c(c2)OCCCO3)CC1,4,0.2,5,4,-3,3,0.1,1,0
CC(C)N1C(=O)C2ON(c3ccccc3)C(c3cccs3)C2C1=O (configuration not stated),-3,2.1,-10,-7,1,8,0.0,4,1
CC(C)c1ccc(NC(=O)C(c2ccccc2)N2CCN(C(=O)c3ccco3)CC2)cc1 (configuration not stated),3,0.8,23,4,1,-2,0.0,1,-3
CC(=O)Cc1nsc(NC(=O)c2ccc(-c3ccc(F)cc3)o2)n1,1,0.9,-2,-2,-3,9,-0.3,0,2
COc1ccc(-n2c(/C=C(\C)O)nc(=O)c3c(C)cc(C)nc32)cc1,4,2.8,13,2,4,4,0.1,10,-1
C/C(N)=C(/C#N)C(=O)COC(=O)c1ccccc1Oc1ccccc1,1,2.7,-9,1,2,20,0.1,-4,-1
CCN(CC)CCNC(C(=O)Nc1cc(C(F)(F)F)ccc1Cl)c1ccccc1 (configuration not stated),-5,1.6,-17,3,1,6,0.4,-2,2
CC(C)C[C@H](NC(=O)OC(C)(C)C)C(=O)N[C@@H](CO)[C@H](O)[C@@H]1C[C@@H]1C(=O)N(C)C,-8,2.7,5,2,-2,4,0.1,13,0
O=C(NCC(c1ccc(F)cc1)N1CCOCC1)c1cc(F)c(F)c(F)c1F (configuration not stated),4,1.1,3,1,-5,-5,0.0,-1,1
CCCC(CCC)C(=O)NC1CCN(Cc2ccccc2)CC1,-3,3.5,17,5,2,2,-0.4,4,-2
CCCCN(C(=O)c1cc2c(s1)CCCC2)c1c(N)n(CCC)c(=O)[nH]c1=O,/,0.4,5,1,-2,11,0.0,/,/
O=C1C(Cc2ccc(O)cc2)NC(=S)N1Cc1ccccc1 (configuration not stated),-4,3.0,-7,1,-2,-2,0.0,0,0
C=C1CCC2C(C)(C)[C@@H](O)CC[C@@]2(C)[C@@H]1COc1ccc2ccc(=O)oc2c1 (some centres not stated),-9,5.1,-5,-7,10,21,-0.1,3,-3
CCCCCC(=O)Nc1ccc(N2CCN(CC)CC2)c(Cl)c1,0,0.1,7,-5,0,-13,0.4,0,1
CCOc1ccc(Nc2oc(-c3ccc(Cl)cc3)nc2C#N)cc1,5,1.4,-8,1,2,4,-0.2,-1,-3
O=C(Nc1ccc2ccccc2c1)N1CCCN(CCOc2ccccc2)CC1,-4,2.6,-9,-5,-6,6,0.0,-2,-3
Cn1c(SCC(=O)NC2CCCC2)nc2cccnc21,0,-1.3,0,-2,-2,-32,0.1,-5,-3
CCOC(=O)N1CCN(c2ccc(F)cc2[N+](=O)[O-])CC1,-1,-0.5,11,0,-1,35,0.0,-2,3
CCN(CC)C(=O)c1ccc2c3c(cccc13)C(=O)N(CCc1ccc(OC)c(OC)c1)C2=O,11,-3.5,8,-7,-5,3,-1.0,2,0
CCC(OC(=O)c1nsc(Cl)c1Cl)C(=O)NCc1ccco1 (configuration not stated),-2,-0.6,-10,-4,-4,4,0.0,-1,3
CCC1C2CN(C(C)=O)CC=C2C(C#N)=C(N)C1(C#N)C#N (configuration not stated),-4,2.9,-3,0,2,7,-0.1,-3,-9
CCC(=O)N1CCc2cc(S(=O)(=O)NCCC(=O)N3CCN(c4ccccn4)CC3)ccc21,-1,0.9,10,13,0,/,-0.1,5,-4
COc1cc(/C=C2\SC(=S)N(CCC(=O)N3CCN(C)CC3)C2=O)cc(OC)c1OC,5,0.5,19,-9,3,-10,0.3,3,4

# Bioassay records: PubChem BioAssay, several laboratories
